Vif-A3F inh = qHTS for Inhibitors of Vif-A3F Interactions: qHTS; HeLa A3F-eYFP + Vif (tagged APOBEC3F with the HIV-1 protein that degrades it), YFP fluorescence increase; Potency, µM (top dose mostly 46.1 µM), for the others: at the top dose activity, negative = active; 390,000 tested, 0.2% active; note: potency is the fitted concentration of half-maximal effect; % of control where 0% means no effect; nearly all actives have a fitted effect of over 65% in size
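Fluorescence increase (Ex 488/Em 500-530) after overnight compound treatment at 37 deg C flags inhibition of Vif-driven A3F-eYFP loss in stable HeLa A3F-eYFP/Vif cells seeded overnight beforehand.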
mIDH1 inhibitor = qHTS for Inhibitors of mutant isocitrate dehydrogenase 1 (IDH1): qHTS; Potency, µM (titrated, usually from 76.6 µM), inactives show top-dose activity change, negative = inhibition, most hits filed as inhibitors; 390,000 tested, 0.093% active; AID 602179, 2012; IDH1-R132H enzyme, NADPH consumption, diaphorase/resazurin fluorescence; note: potency is the fitted concentration of half-maximal effect; % is set by controls: 0 for no effect and ±100 for the full control effect; nearly all actives have a fitted effect of over 65% in size
Target sequence (O75874 whole entry R132H, stated change not applied): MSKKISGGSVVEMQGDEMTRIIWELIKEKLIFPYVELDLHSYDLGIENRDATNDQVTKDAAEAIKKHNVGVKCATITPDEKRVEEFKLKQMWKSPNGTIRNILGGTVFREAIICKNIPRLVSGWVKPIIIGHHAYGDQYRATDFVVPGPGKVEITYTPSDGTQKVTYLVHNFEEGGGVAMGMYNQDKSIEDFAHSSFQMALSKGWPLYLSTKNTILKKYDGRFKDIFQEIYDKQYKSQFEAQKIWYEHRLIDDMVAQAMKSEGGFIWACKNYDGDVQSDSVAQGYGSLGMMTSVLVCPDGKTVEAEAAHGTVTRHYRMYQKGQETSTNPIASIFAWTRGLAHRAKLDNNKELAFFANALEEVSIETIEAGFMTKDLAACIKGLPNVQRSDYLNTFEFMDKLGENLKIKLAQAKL
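IDH1-R132H (0.5 ug/mL dispensed) in pH 7.5 Tris buffer was preincubated 30 min with compound, then given a substrate mix of 0.016 mM NADPH and 2 mM alpha-KG for 80 min at room temperature; remaining NADPH was read by diaphorase/resazurin fluorescence.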
RXFP1 ag = qHTS Assay for Agonists of the Relaxin Receptor RXFP1; AID 2676, 2010; Potency, µM (titrated, usually from 57.5 µM), for inactives: at the top dose activation, most hits filed as activators; 370,000 tested, 0.3% active; Relaxin receptor 1 (Homo sapiens), Q9HBX9; HEK293T-RXFP1 cAMP TR-FRET, 30 min; response scale: percent of porcine relaxin response, buffer zero; note: potency is the fitted concentration of half-maximal effect; % is set by controls: 0 for no effect and ±100 for the full control effect; nearly all actives have a fitted effect of over 60% in size; many of its hits are not listed in these tables
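Agonist response is measured as cAMP accumulation in an RXFP1-transfected HEK293T line under PDE4 inhibition. Values are scaled between buffer-only and 29 nM porcine relaxin, and EC50s come from standard Hill equation fits.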
USP1-UAF1 inh = Inhibitors of USP1/UAF1: Primary Screen | Ubiquitin carboxyl-terminal hydrolase 1 (Homo sapiens), O94782 | Potency, µM (doses to about 57.1 µM), for inactives: at the highest dose activity change, negative = inhibition, usual class: inhibitors | recombinant USP1/UAF1, Ub-Rhodamine cleavage fluorescence | 390,000 tested, 0.23% active; note: potency is the fitted concentration of half-maximal effect; % is set by controls: 0 for no effect and ±100 for the full control effect; nearly all actives have a fitted effect of over 60% in size; inactives centre near -12
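Step one: compound is pinned into 1nM USP1/UAF1 in HEPES pH 7.8 buffer with TCEP. Step two: 15 min room-temperature incubation. Step three: Ub-Rho (150nM final) starts cleavage, tracked by fluorescence over six one-minute reads.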
LDHA block = qHTS assay for inhibitors of human lactate dehydrogenase; L-lactate dehydrogenase A chain (Homo sapiens), P00338; purified LDHA, NADH/diaphorase-resazurin fluorescence; active compounds read low; activity change, % (values are at about 110 or 230 µM); 480,000 tested, 0.15% active; AID 1347041, 2019; in the data active = activity change below about -30%; inconclusive = mostly about -25% to -30%;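 note: plate controls were DMSO wells for no effect and wells without enzyme for full effect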
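Remaining NADH was detected by diaphorase (0.133 mg/mL) converting 37 µM resazurin to fluorescent resorufin, read at 0 and 20 minutes. The preceding 5-minute room-temperature reaction used 2 nM LDHA, 0.2 mM sodium pyruvate and 0.06 mM NADH at pH 7.4.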
GRP78 ERSR act = qHTS for Inducers of the Endoplasmic Reticulum Stress Response (ERSR) in Human Glioma: qHTS; AID 602332, 2012; U87-MG GRP78 promoter luciferase reporter, 16 h; 420,000 tested, 0.02% active; Potency, µM, for inactives: top-dose activation, most hits filed as activators; note: potency is the fitted concentration of half-maximal effect; series mostly up to about 76 µM; % of control where 0% means no effect; nearly all actives have a fitted effect of over 35% in size
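Stably transfected U87-MG glioma cells carrying a GRP78-based luciferase sensor; 16 h compound incubation. Luminescence end-point read 10 min after Bright-Glo addition at room temperature.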
Vif-A3G inh = qHTS for Inhibitors of Vif-A3G Interactions: qHTS | HeLa A3G-eYFP + Vif (tagged APOBEC3G with the HIV-1 protein that degrades it), YFP fluorescence, overnight | Potency, µM (series often up to 46.1 µM), for the others: top-dose activity, negative = active, hits mostly inhibitors | 410,000 tested, 0.076% active | AID 602310, 2012;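 note: potency is the fitted concentration of half-maximal effect; % is set by controls: 0 for no effect and ±100 for the full control effect; nearly all actives have a fitted effect of over 60% in size; hits raise eYFP signal because A3G escapes Vif-driven loss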
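HeLa cells stably expressing Vif and C-terminally eYFP-tagged A3G, seeded overnight at 37 deg C, then exposed to compound by pintool overnight at 37 deg C. Rise in yellow fluorescence (Ex 488/Em 500-530, Acumen) marks blocked Vif-driven A3G degradation.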
PI4K2A block = qHTS for small molecular inhibitors of PI4K2A; 420,000 tested, 0.13% active; purified PI4K2A, ADP-Glo luminescence, 1 h; active compounds read low; activity change, negative = inhibition, % at 76.9 µM; Phosphatidylinositol 4-kinase type 2-alpha (Homo sapiens), Q9BTU6; in the data active = activity change below about -50%; inconclusive = mostly about -30% to -49%;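 note: -100% = wells without enzyme as full effect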
Target sequence (Q9BTU6 whole entry, looked up): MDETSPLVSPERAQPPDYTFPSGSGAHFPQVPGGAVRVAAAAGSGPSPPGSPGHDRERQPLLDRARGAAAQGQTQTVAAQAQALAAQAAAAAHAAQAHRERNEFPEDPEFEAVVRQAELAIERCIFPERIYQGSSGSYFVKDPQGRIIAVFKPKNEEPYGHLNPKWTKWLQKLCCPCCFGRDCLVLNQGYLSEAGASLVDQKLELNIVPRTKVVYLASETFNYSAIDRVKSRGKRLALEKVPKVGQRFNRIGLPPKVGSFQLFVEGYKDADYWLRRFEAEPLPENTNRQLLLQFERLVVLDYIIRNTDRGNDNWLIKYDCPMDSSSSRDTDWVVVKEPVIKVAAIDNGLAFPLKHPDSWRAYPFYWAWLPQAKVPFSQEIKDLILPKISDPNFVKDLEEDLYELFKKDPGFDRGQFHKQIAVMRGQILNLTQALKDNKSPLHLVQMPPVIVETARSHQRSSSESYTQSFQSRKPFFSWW
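PI4K2A activity was measured by ADP-Glo luminescence: enzyme (4 ug/mL stock) and phosphatidylinositol (1.2 mM stock) in Tris pH 7.5/MgCl2/EGTA/Triton X-100 buffer were reacted with ATP (300 microM stock) for one hour at ambient temperature.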
TrxR1 substrate = qHTS Assay for Substrates of Mammalian Selenoprotein Thioredoxin Reductase 1 (TrxR1): qHTS; Potency, µM (highest dose often 114 µM), inactives show at the top dose activity change, negative = substrate turnover; purified TrxR1 substrate turnover, NADPH consumption readout; 390,000 tested, 0.01% active; AID 588456, 2011; Thioredoxin reductase 1, cytoplasmic (Rattus norvegicus), O89049; note: potency is the fitted concentration of half-maximal effect; % is set by controls: 0 for no effect and ±100 for the full control effect; nearly all actives have a fitted effect of over 50% in size
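Rat TrxR1, dispensed at 90 nM, was prereduced with 400 uM NADPH (final) for 5 min at ~22 deg C, then incubated with compound 15 min before 400 uM selenite. A first-read NADPH fluorescence drop versus no-compound background flagged substrates.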
An asterisk follows results filed as active; u = inconclusive; x = not tested or not shown; & = joins results of further samples; [ ] = remark or other dose. Unless noted, calls come from the whole dose curve; as a rule, active = well fitted curve in the direction sought with a large enough effect; inconclusive = small, poorly fitted or top-dose-only effect, or another doubt; inactive = no such curve, though single readings can be large; an effect the other way counts as inactive or inconclusive. An excerpt. The share of hits here may be higher or lower than overall.

SMILES | Vif-A3F inh | mIDH1 inhibitor | RXFP1 ag | USP1-UAF1 inh | LDHA block | GRP78 ERSR act | Vif-A3G inh | PI4K2A block | TrxR1 substrate
O=C1CC2C(=O)NCCN2C(=NC(=O)c2ccc(Cl)cc2)N1 (stereo not drawn) | 3% | 2% | u | -18% | -8 | -3% | 0% | 0 | 8%[57.1 µM]
COc1cc2sc(C)nc2c2ccccc12 | -27% | 12% | 0.2% | -8% | 9 | -2% | 1% | -1 | -3%
COc1ccc(-c2nc(SCC(=O)N3CCOCC3)n[nH]2)cc1 | -1% | 1% | -0.4% | -16% | -4 | 0% | -2% | -1 | 7%[57.1 µM]
CCOc1ccccc1N(CC(=O)Nc1ccc(OC)c(Cl)c1)S(=O)(=O)c1ccccc1 | 5% | 24% | 0.7% | -13% | -7 | -2% | -2% | -1 | -8%[57.1 µM]
COc1ccc(S(=O)(=O)N2CCCCCC2)cc1C(=O)N(C)Cc1ccco1 | 3% | 4% | 4.2% | -15% | 1 | 0% | 4% | 2 | -4%
Cc1cc(Cl)ccc1C(=O)C1CCCN(C(=O)CCn2cncn2)C1 (stereo not drawn) | -6% | -20% | -0.2% | -9% | -6 | 1% | 7% | -3 | 2%
COc1ccc(C(=O)N2C(=S)NC(=O)/C2=C\c2ccc(C)cc2)cc1 | u | 4% | -1.0% | -26% | -18 | 1% | u | -2 | -15%
COc1ccc(NS(=O)(=O)c2ccc3c(c2)N(C(C)=O)CCO3)cc1 | -2% | 5% | -0.5% | -1% | -5 | -5% | -6% | -1 | -8%
Cc1cc2oc3ccc(NCCCN4CCOCC4)cc3c(=O)c2cc1C | -9% | 3% | x | -10% | 1 | 0% | -1% | -2 | 6%
COc1ccc(-n2c(N)cc(=O)nc2SCC(=O)N2CCN(c3ccccc3)CC2)cc1 | -11% | 1% | 0.6% | -9% | -2 | -3% | 1% | -4 | 9%
COC(=O)c1cc(NC(=O)c2nn(C)c(=O)c3ccccc23)cc(C(=O)OC)c1 | -1% | -5% | 3.8% | 1% | -11 | -4% | 1% | -2 | -6%
CCN(CC)C(=O)Nc1ccccc1C | -9% | 2% | -0.1% | -19% | 4 | -6% | 0% | -8 | -4%
S=C(c1ccc(N2CCOCC2)cc1)N1CCCCC1 | -4% | 4% | 0.6% | -7% | -4 | 0% | -1% | -3 | -4%
Cc1cccn2cc(-c3ccccc3)nc12 | -2% | 0% | 2.8% | -5% | -7 | -9% | 1% | -18 | 39%[activator]
COc1ccc(-c2cc3c(=O)n(CC(=O)NCc4cccnc4)nc(C)n3n2)cc1 | -3% | 13% | 0.6% | -14% | -6 | -2% | 4% | 1 | 17%
COc1ccccc1C(c1nnnn1C(C)(C)C)N1CCCc2ccccc21 (stereo not drawn) | 2% | 1% | 0.9% | -2% | 6 | -4% | -5% | -1 | -13%
O=C(Nc1ccc(S(=O)(=O)Nc2nccs2)cc1)C1CC(=O)N(c2ccc(Cl)cc2)C1 (stereo not drawn) | 1% | -1% | 0.0% | -6% | -12 | -4% | -1% | -3 | -13%
COc1ccc(CNC(=O)CSCc2ccccc2Cl)cc1 | -10% | 2% | -1.2% | -4% | -5 | 1% | -5% | -2 | 2%
CN(C)c1ccc(NC(=O)CN2CCC(NC(=O)C3CCCCC3)CC2)cc1 | 3% | 3% | -5.0% | -6% | -22 | -4% | 0% | -6 | 13%[57.1 µM]
Cc1nn(Cc2ccccc2)c(C)c1C(=O)OCC(=O)c1cc(C)n(C2CC2)c1C | 1% | 4% | -1.5% | -20% | 4 | 3% | 4% | 1 | 4%
CCN(c1ccc(C)cc1C)S(=O)(=O)c1nnc(NC(=O)CC(C)C)s1 | -6% | -18% | 4.0% | -5% | -3 | -4% | 1% | -1 | -5%
CC(=O)N1CCCc2cc(S(=O)(=O)N3CCCC(C(=O)NC(C)C)C3)ccc21 (stereo not drawn) | 3% | 21% | 1.4% | -19% | 5 | -4% | 4% | 2 | 2%[57.1 µM]
Cc1ccccc1OCc1ccc(-c2nc(C#N)c(N3CCC(C(N)=O)CC3)o2)o1 | 5% | 52%[activator] | 1.0% | -17% | 12&-3 | -3% | -3% | -2 | 36%[activator]
CN1CCN(NC(=O)c2ccc(Cl)cc2Cl)CC1 | -11% | 7% | -0.9% | -1% | -8&-8 | -3% | -7% | 3 | -1%
Cc1cccc(C)c1C(OCCN(C)C)C1CCCCC1 (stereo not drawn) | -11% | 3% | -0.7% | -5% | -9 | -5% | 1% | 8 | -8%
Cc1cccc(NC(=O)c2cccc(S(=O)(=O)N(C)C3CCCCC3)c2)n1 | -1% | 9% | x | -29% | -4 | 1% | -1% | 1 | x
CN(CC(=O)Nc1cccc(F)c1)C(=O)C1CC(=O)N(Cc2ccccc2)C1 (stereo not drawn) | 0% | -10% | -0.8% | -20% | 1 | -1% | 1% | 3 | 2%
COc1cccc(Cn2cnc3c(NS(=O)(=O)c4ccc(Cl)cc4Cl)c(C)c(C)cc32)c1 | 5% | 6% | 1.5% | -12% | 4 | -4% | 0% | -2 | -10%
O=C(c1ccc(Br)s1)N1CCCC1 | -9% | 6% | 1.4% | 1% | -2 | -6% | 1% | -2 | 2%
Cc1ccccc1Nc1n[nH]c(=S)s1 | 7% | -13% | x | -14% | -1 | -1% | 0% | -9 | x
O=[N+]([O-])c1ccccc1OCCCCN1CCCCC1 | -3% | 5% | 1.2% | -4% | -5 | -4% | 1% | 8 | 2%
COc1ccccc1CC(=O)N1CCN(S(=O)(=O)c2cccs2)CC1 | -3% | 4% | -0.7% | -13% | 1 | -3% | -6% | 1 | 4%
COc1ccccc1CN1C(=S)SC(C)(C)C1NO (stereo not drawn) | -1% | 2% | 0.1% | -8% | -2 | -5% | -7% | 6 | 8%[57.1 µM]
CCN(CC)C(=O)COc1ccc(-c2nnc(N3CCCCC3)c3ccccc23)cc1 | -2% | -1% | -1.5% | -4% | 5&-10 | -1% | 5% | 5 | -1%
Cc1ccc2sc(N(CCCN(C)C)C(=O)c3nc4ccccc4s3)nc2c1C | -1% | 4% | 0.7% | -12% | -5 | -8% | -7% | 2 | 12%
O/N=C1/C2C3C(Br)C4C5CC(C1C53)C24 (stereo not drawn) | 2% | 6% | 0.4% | -18% | -8 | -2% | -5% | 3 | -13%
Cc1cc(C)nc(NS(=O)(=O)c2ccc(NC(=S)NC(=O)c3ccco3)cc2)n1 | 10% | -2% | 2.7% | -7% | -6 | -1% | -2% | 2 | 2%[57.1 µM]
CCOc1ccccc1NS(=O)(=O)c1c[nH]c(C(=O)OC)c1 | -14% | -1% | 1.0% | -14% | 1 | -4% | -19% | 1 | -7%
COc1ccc(S(=O)(=O)/N=C2\C=C(NS(=O)(=O)c3ccccc3)C(=O)c3ccccc32)cc1 | -1% | 14% | 1.4% | 16µM* | 44 | 1% | 9% | -18 | -14%
Oc1ccccc1/C=N/NC(=S)NC1CC2C=CC1C2 (stereo not drawn) | u | 3% | 0.8% | -13% | 1 | 6% | -18% | -5 | -14%[57.1 µM]
COC(=O)c1ccc(NC(=O)c2cc3sccc3n2C)cc1 | -6% | 5% | -0.4% | -15% | 8 | 6% | -1% | 4 | -1%
Cc1ccc(-n2ncc(C(=O)NC3CCCCC3)c2C2CCN(C(=O)OC(C)(C)C)CC2)cc1 | 12% | 11% | 0.7% | u | 3 | -2% | 5% | -2 | 4%
COc1cc(/C=N/O)cc(Cl)c1OC | 5% | -2% | 1.4% | -17% | -12 | 0% | -2% | 2 | 1%
CCOc1ccc(CNC(=O)CCCn2c(=O)c3cccn3c3ccccc32)cc1 | -3% | -13% | 1.6% | -13% | -6 | -3% | 2% | 0 | -2%
O=C1CSC2(C(=O)N3CCCc4cccc2c43)N1c1cccc(C(F)(F)F)c1 (stereo not drawn) | -8% | 0% | 1.2% | 1% | 5 | 7% | 0% | -4 | 6%[57.1 µM]
O=C(c1ccc(CS(=O)(=O)c2ccccc2)o1)N1CCN(c2ccccc2)CC1 | -7% | 4% | -3.9% | -13% | -1 | -4% | -18% | -2 | 1%
CCOC(=O)C(Cc1ccnc2ccccc12)=NO | 7% | -4% | x | -7% | -12 | -1% | 2% | 2 | 9%[57.1 µM]
Cc1cc(C)n(-c2ncc(C#N)cn2)n1 | 9% | 1% | -0.5% | -7% | -2 | -1% | 0% | -6 | -8%
COc1ccc(OCC(=O)Nc2ccc(O)c(-c3nc4ccccc4s3)c2)cc1 | 1% | 19% | 15% | -17% | -10 | -2% | 2% | -1 | -6%
